High-throughput results: PubChem BioAssay, Sanford-Burnham Center for Chemical Genomics
PfG6PD inh – PfG6PD (Plasmodium falciparum) enzyme inhibition; AID 504690; hit rate 0.78% among 350,000; inhibition, % at 20 µM; PfGluPho enzyme, NADPH resazurin-diaphorase fluorescence;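 active = inhibition reaching at least a set limit at 20 µM in the primary screen, cut at about 59% in these data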;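 also: 0% = DMSO wells with substrate and 100% = DMSO wells lacking glucose-6-phosphate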
SENP1 inh – inhibitors of human SENP1 SUMO protease catalytic domain; hit rate 0.21% among 360,000; inhibition, % at 10 µM; recombinant SENP1 catalytic domain, CyPet-SUMO1-YPet FRET cleavage; Q9P0U3;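 active = inhibition at least 30% at 10 µM, raw YFP signal under a set limit, fluorescence ratio 0.5 to 1.5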;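 also: 0% = enzyme with DMSO and 100% = no enzyme wells; some results filed as inactive read as strong as hits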
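system = hSENP1 catalytic domain, recombinant | reagent = SFCypet-SUMO1-SFYpet substrate at 25 nM | doses = one dose per compound, 10 µM, 0.5% DMSO | incubation = enzyme reaction for 50 min at room temperature, dark | measured by = FRET, CFP and YFP emission | controls = no-enzyme low, enzyme-DMSO high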
HKDC1 inhibitor – inhibitors of human hexokinase HKDC1; hit rate 0.16% among 340,000; inhibition, % at 20 µM; Q2TB90; recombinant HKDC1, G6PDH/diaphorase resazurin coupled fluorescence;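 active = inhibition above about 35% when tested at 20 µM, limit read from the data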;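 also: plate controls were DMSO wells with enzyme for no effect and DMSO wells lacking enzyme for full effect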
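Material: recombinant HKDC1 hexokinase; Amount: HKDC1 at 5 µg/mL; Medium: Tris pH 8.0 buffer with MgCl2, Tween-20, BSA, BME; Schedule: 90 min reaction incubation at room temperature, dark; Technique: coupled resazurin fluorescence, excitation 525 nm, emission 613 nm.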
SENP8 block-1 – blocks human SENP8 cleavage of Nedd8 substrate | Q96LD8 | recombinant SENP8, Nedd8 substrate fluorescence | inhibition, % at 20 µM | hit rate 0.64% among 360,000 | AID 602440; in the data active = inhibition mostly above about 40%, no sharp cut-off; inactive = mostly below about 27%
Target sequence (Q96LD8 whole entry, looked up): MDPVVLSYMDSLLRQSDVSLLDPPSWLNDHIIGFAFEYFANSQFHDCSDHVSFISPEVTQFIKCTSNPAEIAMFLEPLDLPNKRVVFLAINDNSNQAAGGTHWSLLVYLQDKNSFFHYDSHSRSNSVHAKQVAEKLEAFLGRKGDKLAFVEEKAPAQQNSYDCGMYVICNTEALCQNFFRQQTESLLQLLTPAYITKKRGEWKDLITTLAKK
NALP3 yeast inh – inhibitors of NALP3 inflammasome in yeast; hit rate 0.39% among 330,000; Yeast reconstituted NLRP3/ASC/caspase-1, beta-gal luminescence, 24 h; inhibition, % at 10 µM; AID 2825;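 active = inhibition of 50% or more; inactive = inhibition below 50%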;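 also: plate controls were induced DMSO wells for no effect and uninduced yeast grown without galactose for full effect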
SENP8 block-2 – blocks the human protease SENP8 | Q96LD8 | purified SENP8, Z-RLRGG-aminoluciferin cleavage, luminescence | inhibition, % at 10 µM | hit rate 1.2% among 330,000 | AID 2540; in the data active = inhibition above about 50%
SENP6 block – SENP6 protease inhibition | AID 2599 | Recombinant SENP6 catalytic domain, aminoluciferin luminescence | hit rate 1.8% among 330,000 | inhibition, % at 10 µM | Q9GZR1;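 active = inhibition above about 50% at the single tested dose, limit read from the data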;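 also: plate controls were DMSO wells with enzyme for no effect and DMSO wells lacking enzyme for full effect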
Target sequence (Q9GZR1 628-1112 limits assumed): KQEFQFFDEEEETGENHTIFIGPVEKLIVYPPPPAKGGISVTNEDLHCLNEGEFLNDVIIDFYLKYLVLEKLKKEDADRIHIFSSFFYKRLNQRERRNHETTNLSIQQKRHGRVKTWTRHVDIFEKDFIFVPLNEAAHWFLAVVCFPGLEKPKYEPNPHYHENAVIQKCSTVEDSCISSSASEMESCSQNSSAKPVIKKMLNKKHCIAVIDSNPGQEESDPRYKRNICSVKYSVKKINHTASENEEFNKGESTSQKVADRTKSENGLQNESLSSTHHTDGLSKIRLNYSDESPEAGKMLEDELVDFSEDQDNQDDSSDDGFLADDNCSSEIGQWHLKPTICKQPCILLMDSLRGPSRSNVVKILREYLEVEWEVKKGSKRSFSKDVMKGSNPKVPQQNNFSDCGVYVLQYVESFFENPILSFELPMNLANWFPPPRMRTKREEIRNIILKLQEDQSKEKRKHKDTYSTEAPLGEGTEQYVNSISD
Apaf1 inhib – blocks human Apaf-1 apoptosome activity. O14727. reconstituted apoptosome caspase-3 activity, DEVD-Rh110 fluorescence. inhibition, % at 20 µM. hit rate 0.71% among 330,000. AID 489030; active = inhibition of at least 40% at 20 µM;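 also: plate controls were DMSO wells for no effect and DEVD-CHO caspase inhibitor wells for full effect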
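Medium: Hepes buffer, pH 7.5 / System: biochemical Apaf-1 apoptosome reconstitution / Measured by: Rh110 fluorescence, excitation 480 nm, emission 540 nm / Times: compound with Apaf-1, dATP, procaspase-3 30 min, then 50 min reaction, room temperature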
SENP7 block – blocks the human protease SENP7; hit rate 1.5% among 330,000; recombinant SENP7, Z-RLRGG-aminoluciferin luminescence, 40 min; Q9BQF6; inhibition, % at 5 µM;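 active = inhibition above about 50% at the single test dose, limit read from the data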;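 also: plate controls were DMSO with enzyme for no effect and no enzyme buffer wells for full effect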
Target sequence (Q9BQF6 706-1050 limits assumed): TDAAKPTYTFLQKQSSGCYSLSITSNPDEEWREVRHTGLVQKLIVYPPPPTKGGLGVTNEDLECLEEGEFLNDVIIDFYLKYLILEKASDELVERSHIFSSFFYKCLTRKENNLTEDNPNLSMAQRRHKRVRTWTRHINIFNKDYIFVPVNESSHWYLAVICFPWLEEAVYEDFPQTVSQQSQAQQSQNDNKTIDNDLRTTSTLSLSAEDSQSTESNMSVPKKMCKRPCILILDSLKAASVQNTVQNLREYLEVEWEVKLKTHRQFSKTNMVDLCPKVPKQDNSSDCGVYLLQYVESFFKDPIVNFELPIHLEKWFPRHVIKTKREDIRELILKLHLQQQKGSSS
An asterisk follows results filed as active; . = not tested or not shown.

1) O=C(Nc1ccccc1NC(=O)C1CCCO1)c1ccco1 (stereo not drawn)
2) CNC(=O)c1ccccc1NC(=O)c1cccc(S(=O)(=O)N2CCC(C)CC2)c1
3) O=C(CCc1nc2ccccc2s1)Nc1ccccc1
4) CC(C)c1ccc(NC2CCCN(C(=O)c3cc(C(C)C)nc(N)n3)C2)cc1 (stereo not drawn)
5) CCOC(=O)c1[nH]c(C)c(C(=O)OCC)c1C
6) CC(=O)NCc1ccc(-c2csc(NC(=O)CCCc3nc4ccccc4c(=O)[nH]3)n2)cc1
7) CC1(C)CC(=O)C2=C(C1)NC1=C(C(=O)c3ccccc31)C2c1cccnc1 (stereo not drawn)
8) CC1=CC(c2ccccc2)n2ncnc2N1 (stereo not drawn)

assay / compound,1,2,3,4,5,6,7,8
PfG6PD inh,-13,-40,-4,5,15,32,-8,-8
SENP1 inh,-1,0,1,2,4,-9,1,1
HKDC1 inhibitor,-3,-2,-3,-1,-6,-2,-4,-7
SENP8 block-1,16,33,28,-22,8,-37,15,-74
NALP3 yeast inh,9,20,44,8,28,14,13,10
SENP8 block-2,10,-6,-5,-4,1,2,-7,-2
SENP6 block,-1,-5,-30,3,1,13,9,0
Apaf1 inhib,-10,13,-3,8,-1,4,5,6
SENP7 block,0,-4,-3,-6,4,10,2,13

9) C[C@]12c3[nH]c4cc(-c5ccco5)ccc4c3CCN1C(=O)[C@@H](CC(=O)NCc1cccc(C(F)(F)F)c1)C[C@@H]2C(=O)N1CCOCC1
10) O=C(COC(=O)/C=C/c1ccccc1[N+](=O)[O-])NC(=O)NC1CCCC1
11) COc1ccc2oc(C(=O)NC(C)c3ccccn3)c(C)c2c1 (stereo not drawn)
12) CC1CCCCC1N1CN=C(Nc2nc3ccccc3s2)NC1 (stereo not drawn)
13) Cc1cc(C(=O)CSc2nnc(-c3ccco3)o2)c(C)n1CC1COc2ccccc2O1 (stereo not drawn)
14) CSc1nc(Cl)cc(=O)[nH]1
15) O=C(N/N=C/c1ccsc1)c1cc(-c2cccs2)nc2ccccc12
16) Cc1ccc(S(=O)(=O)N2CCOCC2)cc1NC(=O)COC(=O)CNC(=O)c1ccc(Oc2ccccc2)cc1

assay / compound,9,10,11,12,13,14,15,16
PfG6PD inh,46,7,2,-18,17,-9,5,-29
SENP1 inh,-27,2,-11,-4,-4,1,2,-1
HKDC1 inhibitor,2,-4,-5,-13,-1,0,3,3
SENP8 block-1,-325,11,-158,0,9,6,-103,-3
NALP3 yeast inh,.,6,20,8,.,-5,22,21
SENP8 block-2,.,3,-4,8,.,1,3,-6
SENP6 block,.,-13,5,-1,.,3,-6,-11
Apaf1 inhib,21,11,4,16,.,1,11,16
SENP7 block,-14,1,1,5,.,4,1,8

The closing four entries of the part before lead into the next:
13) Cc1cc(C(=O)CSc2nnc(-c3ccco3)o2)c(C)n1CC1COc2ccccc2O1 (stereo not drawn)
14) CSc1nc(Cl)cc(=O)[nH]1
15) O=C(N/N=C/c1ccsc1)c1cc(-c2cccs2)nc2ccccc12
16) Cc1ccc(S(=O)(=O)N2CCOCC2)cc1NC(=O)COC(=O)CNC(=O)c1ccc(Oc2ccccc2)cc1
17) CCc1cc(=O)oc2cc(C)cc(OC(C)C(=O)NCc3ccncc3)c12 (stereo not drawn)
18) O=C(Cc1ccccc1)N/N=C/c1ccc([N+](=O)[O-])s1
19) COc1cc(NC(=S)NC(=O)c2ccc(F)cc2)ccc1NC(=O)c1ccco1
20) c1coc(-c2nnc(-c3ccc4c(c3)OCO4)o2)c1
21) CCOC(=O)C(Cc1cc(C(C)=O)ccc1OCC)C(=O)OCC
22) O=C(CN1CCN(c2ccccc2F)CC1)Nc1ccc2c(c1)CCC2
23) NC(=O)CN(c1ccc(Cl)cc1)S(=O)(=O)c1ccccc1
24) O/N=C/c1ccc2ccccc2n1

assay / compound,13,14,15,16,17,18,19,20,21,22,23,24
PfG6PD inh,17,-9,5,-29,1,12,0,.,7,-7,-3,3
SENP1 inh,-4,1,2,-1,2,-11,0,.,0,0,1,2
HKDC1 inhibitor,-1,0,3,3,-3,-5,-11,.,-10,-3,-9,-8
SENP8 block-1,9,6,-103,-3,-242,37,13,.,7,1,0,32
NALP3 yeast inh,.,-5,22,21,13,21,14,25,13,32,-14,19
SENP8 block-2,.,1,3,-6,-4,12,2,28,11,4,-3,-6
SENP6 block,.,3,-6,-11,11,2,9,41,-11,2,-3,7
Apaf1 inhib,.,1,11,16,-17,6,-1,4,8,22,-2,-50
SENP7 block,.,4,1,8,0,19,3,48,2,4,3,2

25) CCOC(=O)c1c(NC(=O)COC(=O)CCNS(=O)(=O)c2ccccc2)sc(C(=O)NC)c1C
26) O=C(NCc1ccccc1)C1C(=O)N(Cc2ccccc2)C(=O)C1C1(O)CCCC1 (stereo not drawn)
27) Cc1ccc(NC(=O)COc2coc(CN3c4ccccc4CC3C)cc2=O)c(C)c1 (stereo not drawn)
28) O=C(CSc1nc2nc[nH]c2c(=O)[nH]1)NC1CCCCC1
29) Cc1nc2cc(C(F)(F)F)ccc2n1C1CCN(CC(=O)N2CCOCC2)CC1
30) COc1ccc2ccccc2c1/C=N/NC(=O)c1ccc([N+](=O)[O-])cc1
31) CC1CC(C)CN(C(=O)Cn2cc(C=O)c3ccccc32)C1 (stereo not drawn)
32) O=C(CSc1nc2ccccc2o1)NC1CCCC1

assay / compound,25,26,27,28,29,30,31,32
PfG6PD inh,-14,4,12,-12,-18,-9,-8,5
SENP1 inh,-1,0,0,-20,-7,8,3,3
HKDC1 inhibitor,1,-4,-3,-5,0,-5,-1,-5
SENP8 block-1,15,9,-3,-5,13,32,9,12
NALP3 yeast inh,.,10,25,15,-4,11,-2,24
SENP8 block-2,.,-3,-4,1,-10,3,-11,-4
SENP6 block,.,1,2,-2,-31,3,-5,-3
Apaf1 inhib,.,2,21,-1,5,10,1,-1
SENP7 block,.,-5,-1,-6,-6,-1,-3,-1

33) Oc1ccc(Br)cc1/C=N/Nc1ncc(-c2ccccc2)cn1
34) CCCOc1ccc(N2C(=O)CC(N3CCN(CCN=CC4C(=O)CC(C)(C)CC4=O)CC3)C2=O)cc1 (stereo not drawn)
35) CCOC(=O)C1=C(C)N=c2sc(=C(C)C)c(=O)n2C1c1ccc(N(C)C)cc1 (stereo not drawn)
36) CC(C)c1ccc(S(=O)(=O)N2CCN(C(=O)CCNS(=O)(=O)c3ccccc3F)CC2)cc1
37) COc1cc(/C=C(/C#N)c2ccc(C)cc2)ccc1Oc1ccc([N+](=O)[O-])cn1
38) Cc1cccc([C@H](NC(=O)OC(C)(C)C)C(=O)OC(C)(C)C)c1
39) O=C(NNS(=O)(=O)c1ccc(Br)cc1)c1cccs1
40) Cc1ccc2oc(C(=O)NC3CCS(=O)(=O)C3)cc(=O)c2c1 (stereo not drawn)

assay / compound,33,34,35,36,37,38,39,40
PfG6PD inh,0,-9,7,9,-1,-2,-15,1
SENP1 inh,-1,4,-54,-1,2,2,0,0
HKDC1 inhibitor,-13,7,-1,-3,2,-6,-10,5
SENP8 block-1,-12,10,12,9,-5,4,15,-25
NALP3 yeast inh,23,0,10,12,25,23,2,1
SENP8 block-2,2,1,1,-8,-10,-1,1,-4
SENP6 block,-6,-10,-5,-22,1,-14,5,-6
Apaf1 inhib,1,2,-16,13,10,4,6,-4
SENP7 block,4,5,0,-12,-11,-12,-7,5

41) O=C(CCCN1C(=O)/C(=C/c2cccs2)SC1=S)Nc1cccc(O)c1
42) O=C(NCc1ccc2c(c1)OCO2)c1cnc2ccccn2c1=O
43) CCOC(=O)c1c(C)[nH]c(C)c1C(=O)COC(=O)/C=C/c1cccc(C(F)(F)F)c1
44) COc1ccc(CC(=O)Nc2nc3ccccc3s2)cc1S(=O)(=O)N1CCOCC1
45) CCc1nnc(NC(=O)CSc2nnc(-c3c[nH]c4ccccc34)n2CC)s1
46) O=C(COC(=O)CCSc1ccc(Cl)cc1)NCc1ccco1
47) CCOc1ccc(NC(=O)CCC(=O)N/N=C2\CCCc3ccccc32)cc1
48) Cc1ccc(C(=O)Nc2ccc(N3CCN(C)CC3)cc2)cc1

assay / compound,41,42,43,44,45,46,47,48
PfG6PD inh,11,-3,25,3,5,-12,-15,-20
SENP1 inh,-1,-2,3,-2,-2,2,2,3
HKDC1 inhibitor,3,-10,-8,6,-5,14,6,2
SENP8 block-1,26,-48,18,16,12,9,7,19
NALP3 yeast inh,20,5,.,0,-14,21,-1,5
SENP8 block-2,-4,-3,.,-10,7,0,-14,-8
SENP6 block,11,12,.,-32,-1,9,-7,0
Apaf1 inhib,11,-3,.,13,3,-10,0,-7
SENP7 block,-3,6,.,-4,1,2,7,12

Arranged by the number under SENP7 block (largest number first): some entries from above
cpd | SMILES | PfG6PD inh | SENP1 inh | HKDC1 inhibitor | NALP3 yeast inh | SENP6 block | SENP7 block
47 | CCOc1ccc(NC(=O)CCC(=O)N/N=C2\CCCc3ccccc32)cc1 | -15 | 2 | 6 | -1 | -7 | 7
46 | O=C(COC(=O)CCSc1ccc(Cl)cc1)NCc1ccco1 | -12 | 2 | 14 | 21 | 9 | 2
41 | O=C(CCCN1C(=O)/C(=C/c2cccs2)SC1=S)Nc1cccc(O)c1 | 11 | -1 | 3 | 20 | 11 | -3

As entered above.
In HKDC1 inhibitor, compound 43 is entered as -8
In SENP7 block, compound 41 is entered as -3

Continued.
49) O=C(O)c1cc2n(n1)C(C(F)(F)F)CC(C1CC1)N2 (stereo not drawn)
50) CCCCn1c(N)c(N(CCOC)C(=O)c2ccc(N3CCCC3=O)cc2)c(=O)[nH]c1=O
51) CCCC(C)C(=O)Nc1ccc(C(N)=O)cc1 (stereo not drawn)
52) COc1ccc(C(=O)C2CCCN(Cc3cn(C)nc3-c3ccccc3)C2)cc1F (stereo not drawn)
53) Cc1ccc(S(=O)(=O)N(C)c2ccc(C(=O)O)cc2)cc1
54) COc1ccc(-n2c(=O)c3ccccc3c3ccccc3c2=O)cc1
55) COc1cc(N/C(N)=N/c2nc(C)cc(C)n2)c(OC)cc1Cl
56) CCN(CC)S(=O)(=O)c1ccc(N2CCOCC2)c(NC(=O)COc2ccccc2)c1

assay / compound,49,50,51,52,53,54,55,56
PfG6PD inh,1,8,-9,4,-17,5,11,18
SENP1 inh,2,-12,2,1,1,0,1,7
HKDC1 inhibitor,-6,-4,-3,-6,1,-12,-15,-5
SENP8 block-1,19,7,19,5,13,8,22,-3
NALP3 yeast inh,5,-9,0,3,3,2,4,-2
SENP8 block-2,2,3,-5,0,-11,-3,1,5
SENP6 block,4,7,-7,-5,-10,-8,-4,-8
Apaf1 inhib,-4,-10,21,-4,7,-24,-6,14
SENP7 block,7,7,5,1,-10,0,3,7

An unsorted share of the library. Share with any hit: about 4.1%.
